From PubChem BioAssay
GalR3 antag = antagonists of human GalR3 | O60755 | HEK293 GalR3-CNG cAMP membrane potential fluorescence; galR3 body fused to GalR1 C-terminus | inhibition, % at 3 µM | 0.44% of 360,000 active | AID 651719;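 active = inhibition above the screen-wide average plus 3 SD, cut at about 13% in these data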;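 note: forskolin and galanin both at EC90 stimulate the cells; cAMP rise reported by CNG channel membrane potential dye signal; 0% = forskolin plus galanin with DMSO and 100% = forskolin alone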
Target sequence (O60755 1-299 limits assumed): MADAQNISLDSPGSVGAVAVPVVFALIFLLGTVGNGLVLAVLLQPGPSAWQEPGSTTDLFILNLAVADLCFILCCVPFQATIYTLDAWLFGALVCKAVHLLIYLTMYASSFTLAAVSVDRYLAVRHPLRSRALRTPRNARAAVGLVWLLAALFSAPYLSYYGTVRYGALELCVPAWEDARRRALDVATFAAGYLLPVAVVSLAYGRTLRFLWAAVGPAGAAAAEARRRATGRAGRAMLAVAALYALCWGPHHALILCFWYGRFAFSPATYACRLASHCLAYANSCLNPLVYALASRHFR
CRFR2-BP antag = blocks CRF-induced signaling of the CRF-BP/CRF-R2 complex; HEK293 CRF-R2/CRF-BP, CRF-induced calcium fluorescence; inhibition, % at 11.8 µM; 0.59% of 350,000 active; AID 588475;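 active = inhibition of the ligand-induced calcium signal above about 50% at the single tested concentration, limit read from the data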
CRFR2-BP ag = CRF-BP/CRF-R2 complex agonism. HEK293 CRF-R2/CRF-BP, calcium dye fluorescence (FLIPR); percent of saturating CRF peptide response. activation, % at 13.2 µM. 0.46% of 350,000 active. AID 588473;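 active = activation of at least 50%, plus an integration ratio under a set limit after plate pattern correction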;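 note: plate controls were neutral control wells without compound for no effect and CRF at EC100 for full effect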
* = called active by the depositor; & = joins results of further samples.

SMILES	GalR3 antag	CRFR2-BP antag	CRFR2-BP ag
COC(=O)C1C2CC3c4[nH]c5cc(OC)ccc5c4CCN3CC2CC(OC2CCCCO2)C1OC (centres undefined)	-4	-17	5.1
CN1CCN(C(=O)C2CCN(S(=O)(=O)c3ccccc3[N+](=O)[O-])CC2)CC1	-4	-7	-0.1
CN1CCN(CCOCCOc2c(Cl)cc(Cl)cc2Cl)CC1	-6	-6	2.4
OC(Cc1cccnc1)(c1ccccc1)c1ccccc1	-4	4	-2.3
O=C(NCc1ccc(F)cc1)c1cc(S(=O)(=O)N2CCCCC2)ccc1N1CCOCC1	-7	10	-1.3
CC1=C(C(=O)N(C)C)CC(CC(=O)NCCc2ccccn2)C(=O)N1CCC1=CCCCC1 (centres undefined)	-6	8	2.8
Cc1nn(Cc2ccccc2)c(C)c1C(=O)NCC(c1cccs1)N1CCOCC1 (centres undefined)	-1	4	0.9
Cc1cccc(NC(=O)CCCCC(=O)Nc2cccc(C)c2)c1	0	0	0.0
CCCCn1c(N)c(N(Cc2ccccc2OC)C(=O)C(C)Oc2ccc(Br)cc2)c(=O)[nH]c1=O (centres undefined)	0	-3	-0.1
Cc1ccccc1-c1nnc(SCC(=O)NC2CCS(=O)(=O)C2)n1C (centres undefined)	-2	5	-0.4
Brc1ccc(C[n+]2ccccc2)cc1	-3	-1	-2.9
CCCCn1c(N)c(N(CCOC)C(=O)CN(C)S(=O)(=O)c2ccc(C)cc2)c(=O)[nH]c1=O	-3	12	0.6
CCCCn1c(N)c(N(CCOC)C(=O)COC(=O)c2cc(CCC)c(C)s2)c(=O)[nH]c1=O	-3	-1	-1.7
Cc1ccc(S(=O)(=O)N2[C@@H](c3ccccc3)C(C(=O)O)=CC[C@H]2c2cccc(Cl)c2)cc1	-2	2	0.6
CCCc1nnc(NC(=O)c2ccc(S(=O)(=O)N(C)c3ccccc3OC)cc2)s1	-7	-21	-0.5
CC(=O)C(C(c1ccccc1)N1CCCc2ccccc21)N1CCOCC1 (centres undefined)	-4	11	-2.1
CC1CN(C(=O)CN2C(=O)NC3(CCCC3)C2=O)C(=Nc2cccc(S(=O)(=O)N(C)C)c2)S1 (centres undefined)	-4	-10	-0.5
CCOc1ccccc1NC(=O)/C=C/c1ccc(S(=O)(=O)N2CCOCC2)cc1	-6	-23	0.2
Cc1cc(C(=O)CSc2nnc(CCC(N)=O)n2C)c(C)n1C1CC1	-5	-10	3.0
CCCN(C(=O)c1ccc(S(=O)(=O)N2CCCC2)cc1)C1CCS(=O)(=O)C1 (centres undefined)	-4	3	-0.3
O=C1C=CN(C2OC(CO)C(O)C2O)C(=O)C1 (centres undefined)	-4	-10	1.5
O=C(COC(=O)COc1ccccc1)NCCc1ccccc1	-2	2	-0.9
O=C(c1cccs1)N1C[C@@H](O)[C@H](n2cc(C3CC3)nn2)C[C@@H]1c1ccccc1	-8	-7	3.6
N#CCC(=O)Nc1ccc(C(=O)OCC(=O)Nc2cc(-c3ccccc3)nn2-c2ccccc2)cc1	-3	-33	-1.0
Cc1cc(C)n2nc(C(=O)OCC(=O)NNC(=O)c3ccccc3)nc2n1	0	-2	0.2
SMILES	GalR3 antag	CRFR2-BP antag	CRFR2-BP ag
COc1cc2cc(CCOC(=O)c3ccc(F)cc3)oc(=O)c2cc1OC	1	0	0.9
C[C@H]1CN([C@@H](C)CO)C(=O)c2cc(Br)cnc2O[C@@H]1CN(C)S(=O)(=O)c1cn(C)cn1	-8	-1	-0.5
C[C@H]1COC(=O)[C@H](Cc2ccc(F)cc2)C/C=C\C[C@H](CC(=O)NCCO)C(=O)N1	-6	1	0.3
O=S(=O)(c1ccc2c(c1)CCC2)N1CCNCC1	3	12	-1.4
O=C1NC[C@H](Cc2ccccc2)N(CC2CCN(CCc3ccc(-c4ccccc4)cc3)CC2)C1=O	-6	3	-0.6
Cc1ccccc1-n1nc2c(c1NC(=O)c1cc3ccccc3o1)CS(=O)(=O)C2	-5	-3	0.0
O=C1CN(Cc2ccccc2)CC(=O)N1	-4	-6	1.0
CN(CC(=O)Nc1ccc(F)c(F)c1F)C(=O)CCN1C(=O)C2CCCCC2C1=O (centres undefined)	-3	17	-0.3
Cc1ccc(C(=O)c2c3ccc([N+](=O)[O-])cc3[n+]([O-])n2CCCN)cc1	4	9	-1.2
O=C(C[C@@H]1C/C=C\C[C@H](Cc2ccc(F)cc2)C(=O)OC[C@H]2CCCN2C1=O)N[C@H](CO)Cc1ccccc1	-5	8	-1.9
Cc1ccc(NC(=O)C(C)SCc2nc3sc(C)c(C)c3c(=O)[nH]2)nc1 (centres undefined)	1	2	2.2
CCN(c1ccccc1)S(=O)(=O)c1ccc(C(=O)N2CCOCC2)cc1	-4	7	-0.3
O=c1ccc2ccc(O[C@@H]3O[C@H](CO[C@@H]4OC[C@](O)(CO)[C@H]4O)[C@@H](O)[C@H](O)[C@H]3O)cc2o1	-1	7	-1.3
O=C(COC(=O)c1ccc(Cl)nc1)Nc1ccc(N2CCOCC2)cc1	-4	-6	4.2
CC(C)CC1Nc2ncnc(N3CCOCC3)c2N(Cc2ccccc2)C1=O (centres undefined)	1&-5	3	-2.1
O=C1CC2(CCN(C(=O)c3c(F)cccc3Cl)CC2)Oc2ccccc21	-4	-17	0.5
Cc1cc(NS(=O)(=O)c2ccc(NC(=O)COc3ccc(C#N)cc3)cc2)nc(C)n1	-3	-1	0.0
CC(=O)Nc1ccc(NC(=O)CN2C(=O)NC3(CCCCCCC3)C2=O)cc1	-8	-11	-2.6
CC(=O)N(C)C[C@@H]1Oc2ncc(Br)cc2C(=O)N([C@H](C)CO)C[C@@H]1C	-8	3	-1.3
CN(CC(=O)Nc1ccc(F)cc1)C(=O)c1ccc(N2C(=O)CCC2=O)cc1	-6	5	-0.8
Cc1ccc(S(=O)(=O)N2CCOCC2)cc1C(=O)Nc1cc(S(=O)(=O)N2CCCCC2)ccc1O	4	-3	-0.6
Cc1cc(C)c(S(=O)(=O)N2CCCC2CNC(=O)c2ccc3c(c2)OCO3)c(C)c1 (centres undefined)	-4	-10	-2.1
C(=C\n1nnc2ccccc21)/c1ccc[nH]1	-4	-8	1.5
COc1ccc(NC(C)=O)cc1S(=O)(=O)NC(C)c1ccc(-n2ccnc2)cc1 (centres undefined)	-2	0	-0.6
C[C@H](CO)N1C[C@H](C)[C@H](CN(C)Cc2ccncc2)Oc2ncc(Br)cc2C1=O	-8	-7	0.4
SMILES	GalR3 antag	CRFR2-BP antag	CRFR2-BP ag
CCN(CC)CCCNc1nc2ccccc2c2[nH]c3ccc(OC)cc3c12	-5	22	1.7
COC(=O)C1(C)CCCC2(C)c3cc(OC)ccc3C(=O)C(Br)C12 (centres undefined)	-4	-31	-1.1
COc1ccc(CCNC(=O)CSc2nc3c(sc(=S)n3-c3ccccc3)c(=O)[nH]2)cc1OC	-5	-13	-0.9
Cc1ccsc1C(=O)N1CCN(C(=O)c2ccco2)CC1	1	9	0.1
Cc1ccccc1-c1ccc2c(c1)O[C@@H](CN(C)Cc1ccc(C(=O)O)cc1)[C@@H](C)CN([C@H](C)CO)S2(=O)=O	-8	1	0.4
S=C(Cc1ccccc1)Nc1ccccc1	-5	18	-1.1
COc1ccc(-c2oc(=O)c3cc(OC)c(OC)cc3c2-c2ccc3c(c2)OCO3)cc1	-2	16	0.7
O=C1CC2(CCN(C(=O)COc3ccccc3F)CC2)Oc2ccccc21	1	-2	0.2
CC(=O)N(CCOc1ccccc1)CCOc1ccccc1	-2	15	-2.7
Cc1cc(NC(=O)CSCC(=O)Nc2cccc(S(=O)(=O)N3CCCCCC3)c2)no1	-4	15	4.9
COc1ccc(C(=O)NCCC2=CCCCC2)cc1S(=O)(=O)N1CCOCC1	-4	-6	0.8
COc1cc(OC)c2c3c(c(C4CCCCC4)nc2c1)CCCC3	0	0	-2.3
CN(C)C(CNC(=O)c1ccc(OCc2cn3ccccc3n2)cc1)c1ccco1 (centres undefined)	-1	8	0.2
Cc1c(NC(=O)C(C)OC(=O)c2ccc([N+](=O)[O-])cc2Cl)c(=O)n(-c2ccccc2)n1C (centres undefined)	-2	1	-0.7
Cc1ccc(Sc2ncccc2C(N)=O)cc1	1	-5	-1.2
O=C(Cn1cc(C(F)(F)F)ccc1=O)N1CCc2ccccc21	-4	8	0.6
COc1ccc(CNC(=O)C2CCCN2C(=O)Nc2cccc(Cl)c2)cc1 (centres undefined)	-5	21	27
O=C(COC(=O)/C=C/c1cccc(C(F)(F)F)c1)Nc1ccc(Cl)cn1	8	1	0.5
Cc1cccc(N2CCN(C(=O)CSc3ccc4c(c3)OCCO4)CC2)c1C	-2	-6	-0.2
Cc1ccc(S(=O)(=O)n2cccc2/C=C/[N+](=O)[O-])cc1	-6	-23	1.0
Cc1cc(Cn2nc(C(=O)NCc3cccc(C(F)(F)F)c3)cc2-c2ccccc2)on1	-4	11	1.9
CCN(CC(=O)Nc1ccc(NC(C)=O)cc1)C(=O)c1cccc(S(=O)(=O)N2c3ccccc3CC2C)c1 (centres undefined)	0	-2	0.9
CN(C)c1nc(OCc2ccccc2)c2ncc(=O)[nH]c2n1	-3	-19	-5.7
Cc1ccccc1NC(=O)COC(=O)c1n[nH]c(=O)c2ccccc12	-1	3	-2.4
N#CC1(Nc2ccc3ccccc3c2)CCCC1	-5	8	2.2
SMILES	GalR3 antag	CRFR2-BP antag	CRFR2-BP ag
O=c1[nH]c2cc(F)ccc2c2ccc(F)cc12	-3	-16	-0.3
COc1ccc(C)cc1NC(=O)/C=C/c1ccc(OC)c(S(=O)(=O)N2CCOCC2)c1	-4	1	-1.7
CC(C)(C)OC(=O)N(CCc1ccccc1)Cc1ccc(OCc2cccc(NC(=O)/C=C/c3ccccc3)c2)cc1	-6	-7	8.5
COc1cccc(CNC(=O)COC(=O)c2nc(Cl)c(Cl)c(Cl)c2Cl)c1	0	17	-1.4
O=[N+]([O-])c1ccc(N/N=C/C=C/c2ccco2)cc1	-6	-57	95*
C=C[C@@H]1c2cc(C)ccc2N(S(=O)(=O)c2ccc(C)cc2)[C@H](c2ccccc2C(F)(F)F)C1(C#N)C#N	-6	6	4.3
CCn1c(SCC(=O)NCC2CCCO2)nc2ccccc21 (centres undefined)	-4	13	1.1
O=C(NCc1cc(C(F)(F)F)ccc1Cl)c1cccc2c1C(=O)c1ccc(N3CCC(N4CCCCC4)CC3)cc1S2(=O)=O	-5	-22	31
Cn1c(SCC(=O)NCc2ccc3c(c2)OCO3)ncc(C(=O)Nc2ccc(F)cc2)c1=O	-2	8	3.8
Cc1ccc(S(=O)(=O)N2CCCN(Cc3nc4ccccc4c(=O)[nH]3)CC2)cc1	-4	2	-3.9
Cc1ccc(C(=O)NCc2ccc3c(c2)OCO3)c(Cl)c1	-6	-10	-1.0
Cc1ccc(C(=O)NC2CCC(C)CC2)s1 (centres undefined)	-1	-6	0.1
C[C@H]1CN([C@@H](C)CO)C(=O)CCCn2nncc2CO[C@H]1CN(C)S(=O)(=O)c1ccccc1	1	4	8.3
CCN1CCN(c2ccc(S(=O)(=O)N3CCCCC3)cc2NC(=O)COc2ccccc2)CC1	-5	6	-2.0
Cc1ccc(C)c(Cn2nnc(C(=O)Nc3ccc4c(c3)OCCO4)c2N)c1	-3	-31	24
COc1ccccc1S(=O)(=O)NCc1ccc(C(=O)NC(C)c2ccccn2)cc1 (centres undefined)	-4	11	1.4
COc1ccccc1C(NC(C)=O)c1c(O)ccc2ccc(O)cc12 (centres undefined)	-5	-8	-0.1
CCCCN(C(=O)c1[nH]c(C)c(C(C)=O)c1C)c1c(N)n(CCCC)c(=O)[nH]c1=O	-1	-11	3.9

Of the compounds above, 13 have an NH in an aromatic ring.
SMILES	GalR3 antag	CRFR2-BP antag	CRFR2-BP ag
COC(=O)C1C2CC3c4[nH]c5cc(OC)ccc5c4CCN3CC2CC(OC2CCCCO2)C1OC (centres undefined)	-4	-17	5.1
CCCCn1c(N)c(N(Cc2ccccc2OC)C(=O)C(C)Oc2ccc(Br)cc2)c(=O)[nH]c1=O (centres undefined)	0	-3	-0.1
CCCCn1c(N)c(N(CCOC)C(=O)CN(C)S(=O)(=O)c2ccc(C)cc2)c(=O)[nH]c1=O	-3	12	0.6
CCCCn1c(N)c(N(CCOC)C(=O)COC(=O)c2cc(CCC)c(C)s2)c(=O)[nH]c1=O	-3	-1	-1.7
Cc1ccc(NC(=O)C(C)SCc2nc3sc(C)c(C)c3c(=O)[nH]2)nc1 (centres undefined)	1	2	2.2
C(=C\n1nnc2ccccc21)/c1ccc[nH]1	-4	-8	1.5
CCN(CC)CCCNc1nc2ccccc2c2[nH]c3ccc(OC)cc3c12	-5	22	1.7
COc1ccc(CCNC(=O)CSc2nc3c(sc(=S)n3-c3ccccc3)c(=O)[nH]2)cc1OC	-5	-13	-0.9
CN(C)c1nc(OCc2ccccc2)c2ncc(=O)[nH]c2n1	-3	-19	-5.7
Cc1ccccc1NC(=O)COC(=O)c1n[nH]c(=O)c2ccccc12	-1	3	-2.4
O=c1[nH]c2cc(F)ccc2c2ccc(F)cc12	-3	-16	-0.3
Cc1ccc(S(=O)(=O)N2CCCN(Cc3nc4ccccc4c(=O)[nH]3)CC2)cc1	-4	2	-3.9
CCCCN(C(=O)c1[nH]c(C)c(C(C)=O)c1C)c1c(N)n(CCCC)c(=O)[nH]c1=O	-1	-11	3.9

The list is partial. The share of hits here may be higher or lower than overall.
